Myeloid diff 2: myeloid differentiation induction; ER-HoxA9 myeloid progenitors, lysozyme-GFP differentiation, flow cytometry; calls only at 10 µM; hit rate 1% among 360,000; AID 624256;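 active means normalized GFP-positive differentiation at or above the plate's own cutoff, the solvent-only control mean plus 3 SD; inconclusive means no clear call, values can overlap the other calls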;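 further: cells exposed to compound for four days before flow analysis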
KOR beta-arrestin-1: kappa opioid receptor blockers – cell-based, luminescence, uHTS (AID 1778); KOR beta-arrestin recruitment, luminescence, antagonist mode; higher % means a stronger effect; inhibition, % at 10 µM, or IC50 in µM where a hit was titrated; hit rate 0.091% among 290,000; further: strong numbers were not always called active
KOR beta-arrestin-2: KOR agonists, beta-arrestin recruitment, primary screen, cell-based, luminescence, uHTS (AID 1777) | KOR beta-arrestin recruitment, luminescence; higher % means a stronger effect | one-dose activation, % at 10 µM; EC50 in µM for titrated hits | hit rate 0.02% among 280,000; in the data active means activation above about 50%, passing the limit was not always enough; further: a part of the inactive calls stands beside numbers as strong as those of hits
NOD2 inhibition: inhibition of NOD2-driven NF-kB reporter – cell-based, luminescence, uHTS, HEK293 (AID 1566) | HEK293 NOD2/NF-kB luciferase reporter, luminescence; higher % means a stronger effect | inhibition, % at 4 µM; hits with a dose series show EC50 in µM | hit rate 0.63% among 290,000; further: many of its hits are not listed in these tables
HIV peptide binding: inhibitors of HIV fusion peptide binding, primary screen, biochemical, uHTS, fluorescence dequenching (AID 1986) | hit rate 0.3% among 290,000 | inhibition, % at 20 µM; hits with a dose series show IC50 in µM | cell-free peptide binding, fluorescence dequenching, 30 min; higher % means a stronger effect; in the data active means inhibition mostly above about 52%, no sharp cut-off; inactive means mostly below about 76%; further: some results filed as inactive read as strong as hits
Siah-1 displacement: blockers of Siah-1 interaction with plectin peptide – biochemical, fluorescence polarization, rhodamine-plectin, uHTS, primary screen (AID 1817); Siah-1 / rhodamine-plectin peptide fluorescence polarization; higher % means a stronger effect; one-dose displacement, % at 20 µM; IC50 in µM for titrated hits; hit rate 0.02% among 290,000;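 active means displacement of at least 50% at 20 µM, with a fluorescence ratio check between 0.3 and a set limit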;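 further: plate controls were Siah plus tracer with DMSO for no effect and tracer alone without Siah for full effect; strong numbers were not always called active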
LYP inhibition: PTPN22 lymphoid phosphatase activity blockers – biochemical, fluorescence intensity, uHTS (AID 1779); recombinant LYP phosphatase, fluorescence intensity; higher % means a stronger effect; inhibition, % at 11.5 µM, or IC50 in µM where a hit was titrated; hit rate 0.054% among 290,000;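 further: plate controls were vehicle with enzyme for no effect and no enzyme for full effect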
NOD1 NF-kB reporter: NOD1 signaling inhibitors, primary screen, cell-based, luminescence, uHTS (AID 1578) | NOD1-driven NF-kB luciferase reporter cells, luminescence; higher % means a stronger effect | inhibition, % at 4 µM, or EC50 in µM where a hit was titrated | hit rate 1% among 290,000; in the data active means inhibition mostly above about 36%, no sharp cut-off; inactive means mostly below about 34%;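 further: HEK-293T reporter cells stimulated with the NOD1 agonist gamma-tri-DAP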
PhoP inhibition: PhoP-dependent GFP reporter repression – Salmonella Typhimurium, primary screen (AID 1863); S. Typhimurium PhoP-regulated promoter GFP reporter, 4 h; higher % means a stronger effect; one-dose inhibition, % at 50 µM; IC50 in µM for titrated hits; hit rate 0.16% among 300,000;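 active means inhibition over 29.93%, a cutoff 3 SD above the screen mean, later confirmed by dose response; inconclusive means inhibition over 29.93% but no dose response follow-up; inactive means inhibition at most 29.93% or unconfirmed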;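 further: 0% = low Mg2+ inducing control and 100% = high Mg2+ repressing control; strong numbers were not always called active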
Myeloid diff 2 GFP+ MAC1+ %: further read-out of Myeloid diff 2, marked with its call; GFP+ MAC1+ double positive, %; measured here: differentiation confirmed by MAC1 staining
* marks the source's active call; other numbers are inactive results; i = inactive; ? = inconclusive; . = no result given; + = active, no number; [ ] = another dose, or the depositor's remark. Unless noted, no stated cut-off is given here; in the data, active means inhibition above about 50%; inactive means the rest. Not all compounds are listed (hit frequency here may not be typical).

SMILES	Myeloid diff 2	Myeloid diff 2 GFP+ MAC1+ %	KOR beta-arrestin-1	KOR beta-arrestin-2	NOD2 inhibition	HIV peptide binding	Siah-1 displacement	LYP inhibition	NOD1 NF-kB reporter	PhoP inhibition
CCn1cc(C(=O)NCCC(=O)NCCO)c(=O)c2cc3c(cc21)OCO3	i	0.5	17%	-4.6%	20%	2.6%	-2%	-1%	-5%	1%
CC(NS(=O)(=O)c1ccc(Br)cc1)C(=O)NC1CCCCCC1 (stereo not drawn)	?	.	21%	-5.5%	2%	0.7%	0%	-7%	-18%	-2%
COc1cccc(CN2CCC(C(=O)N3CCN(c4ccccc4F)CC3)CC2)c1OC	i	0.8	13%	1.7%	-9%	4.4%	5%	-6%	-11%	-5%
CC(=O)Nc1ccc(-c2csc(NCc3ccccc3)n2)cc1	i	0.0	-33%[20 µM]	-3.4%	-25%	0.2%	12%	-2%	-37%	1%
COc1ccc(-c2cc(CNC(C)=O)on2)cc1	i	0.7	-6%	1.0%	8%	-0.5%	2%	-6%	0%	9%
COc1cc(C(=O)OCc2cc(=O)oc3c(C)c(C)ccc23)ccc1OC(F)F	i	0.3	18%	-2.8%	13%	-1.6%	-3%	-8%	-21%	2%
Cc1nc(-c2ccc(S(=O)(=O)NCC3CCN(C(=O)OC(C)(C)C)CC3)s2)cs1	i	0.9	-10%	.	16%	-2.5%	0%	-5%	7%	-3%
CCN(CC)CCC(c1ccc2c(c1)OCO2)c1c(O)cc(OC)cc1OC (stereo not drawn)	i	2.4	6%	-0.7%	-1%	-0.5%	10%	-6%	-10%	3%
CC(C)C(=O)N(Cc1cc2ccccc2[nH]c1=O)C(C)C	i	2.5	-26%	-1.6%	11%	2.5%	0%	-4%	-24%	-11%
CCC(C(=O)NCc1ccco1)N(C(=O)CNS(=O)(=O)c1ccc(C)cc1)c1ccccc1OC (stereo not drawn)	i	0.6	10%	-5.4%	-6%	0.5%	1%	6%	8%	10%
C/C(N)=C(/C#N)C(=O)COC(=O)[C@@H](NC(=O)c1ccccc1Cl)C(C)C	i	0.3	-1%	-4.4%	12%	0.7%	8%	-2%	-14%	-3%
O=C(CSc1ncccn1)Nc1ccccc1	i	0.8	-13%	-0.6%	-10%	0.3%	0%	-11%	-25%	2%
CC(=O)c1cccc(NC(=O)Nc2ccc3c(c2)OCO3)c1	i	2.8	34%	-4.8%	-30%	-2.1%	-5%	-7%	-21%	3%
O=C(NCCN1CCOCC1)c1ccc(Cl)c(S(=O)(=O)N2CCOCC2)c1	i	0.5	-7%	1.0%	-2%	-0.8%	5%	-8%	-33%	5%
CC(=O)c1ccc(NC(=O)C2CCCN(c3ncnc4c3nc3n4CCCCC3)C2)cc1 (stereo not drawn)	i	2.0	-22%	-3.3%	.	1.1%	-2%	-7%	.	5%
Cc1cc(C)cc(NC(=O)c2ccc(CSc3nnc(C)s3)cc2)c1	i	1.0	-3%	4.9%	-35%	-0.8%	1%	-5%	4%	2%
Cn1cnnc1SCC(=O)N(Cc1ccc2c(c1)OCO2)C1(C(=O)NC2CCCCC2)CCCC1	i	0.6	0%	5.4%	-11%	1.2%	-1%	-3%	-7%	0%
N#CC(C#N)=Cc1cc2ccccc2nc1N1CCCCC1	i	0.2	13%	-1.1%	6%	13%	-6%	-5%	25%	8%
Cc1ccc(C(=O)NC(=S)Nc2ccccc2N2CCCC2)cc1[N+](=O)[O-]	i	0.6	-13%	2.2%	26%	11%	-2%	-6%	4%	-11%
Cc1ccccc1Cn1cc(C)c(=O)[nH]c1=O	i	1.8	-31%[20 µM]	-2.1%	-1%	0.4%	1%	-7%	-21%	-8%
Cc1ccc(C(=O)Oc2cc(C)n(C)c(=O)c2)cc1	i	0.5	-5%	-0.1%	21%	1.2%	5%	-8%	9%	2%
COc1ccc(NC(=O)c2ccc(-n3nc(C)cc3C)cc2)cc1OC	i	1.0	-4%	-0.6%	-9%	-2.0%	0%	-2%	.	6%
COc1ccccc1NC(=O)CSc1nnnn1-c1ccccc1F	i	0.7	-20%[20 µM]	-4.5%	5%	1.2%	1%	-10%	-8%	-1%
C/C(=N/NC(=O)CNC(=O)CCc1ccccc1)c1ccc(Cl)c(Cl)c1	i	0.6	12%	4.8%	2%	0.7%	2%	2%	1%	1%
COCC(C)NS(=O)(=O)c1ccc(C(=O)NCCCn2ccc3ccccc32)cc1 (stereo not drawn)	i	0.3	-11%	-1.3%	-7%	0.3%	2%	-2%	-19%	-4%
CCOCC(=O)Nc1nnc(Cc2ccc(OC)c(OC)c2)s1	i	1.6	2%	11%	-10%	5.5%	-3%	-1%	-11%	-11%
CCOC(=O)N1CCC(NC(=O)Cn2cc3c(n2)CCC(C)C3)CC1 (stereo not drawn)	i	0.5	-6%	2.5%	22%	-1.1%	-6%	-7%	28%	-11%
Cc1cccc2cc(CN(CCN3CCCC3)C(=O)NC3CCCCC3)c(=O)[nH]c12	i	0.6	8%	11%	37%	0.3%	-2%	4%	22%	7%
Cc1noc(C)c1CSc1nnc(-c2ccccc2)n1N	i	1.0	-4%	-6.5%	5%	-3.1%	-3%	-4%	-7%	-6%
CC(=O)N1CCN=C1SCc1cccc(F)c1	?	.	-36%	2.2%	12%	-0.4%	1%	-8%	-12%	5%

Limited to LYP inhibition and Myeloid diff 2 GFP+ MAC1+ % (four entries from above):
molecule | LYP inhibition | Myeloid diff 2 GFP+ MAC1+ %
CCC(C(=O)NCc1ccco1)N(C(=O)CNS(=O)(=O)c1ccc(C)cc1)c1ccccc1OC (stereo not drawn) | 6% | 0.6
C/C(N)=C(/C#N)C(=O)COC(=O)[C@@H](NC(=O)c1ccccc1Cl)C(C)C | -2% | 0.3
O=C(CSc1ncccn1)Nc1ccccc1 | -11% | 0.8
CC(=O)c1cccc(NC(=O)Nc2ccc3c(c2)OCO3)c1 | -7% | 2.8

The list goes on.
SMILES	Myeloid diff 2	Myeloid diff 2 GFP+ MAC1+ %	KOR beta-arrestin-1	KOR beta-arrestin-2	NOD2 inhibition	HIV peptide binding	Siah-1 displacement	LYP inhibition	NOD1 NF-kB reporter	PhoP inhibition
Cc1ccc2cc(C)c(Sc3nnnn3-c3ccccc3)nc2c1	i	1.0	-22%	4.8%	26%	2.6%	10%	-6%	26%	10%
CC(C)COc1ccc(C(=O)N(Cc2ccco2)C2CCS(=O)(=O)C2)cc1 (stereo not drawn)	i	1.3	-5%	-5.5%	-6%	-2.5%	3%	-1%	-8%	1%
O=C(N/N=C/c1cccc(O)c1)c1ccc2c(c1)OCCO2	i	1.2	4%	-4.2%	-70%	-0.5%	6%	1%	-28%	-14%
O=C(NCC(c1cccnc1)N1CCOCC1)c1cccc(Cl)c1 (stereo not drawn)	i	0.7	1%	0.5%	17%	0.4%	6%	-3%	8%	1%
COc1ccc(/C=N/OCC(=O)NC(c2ccccc2)c2ccccc2)c(OC)c1	i	0.3	-2%	-2.2%	14%	-2.8%	4%	-5%	7%	10%
CCOC(=O)c1ccccc1NC(=O)c1ccccc1N(C)S(C)(=O)=O	i	1.2	21%	-6.7%	0%	0.4%	6%	-1%	-14%	2%
COCCCN1C(=O)C(=O)/C(=C(/O)c2ccc(OCC(C)C)cc2)C1c1cccnc1 (stereo not drawn)	i	0.4	-24%	0.3%	-14%	-0.5%	0%	1%	-6%	-1%
CCOCCc1nnc(NC(=O)c2cc(OC)c(OC)c(OC)c2)s1	i	1.6	11%	3.3%	4%	1.1%	-1%	2%	-9%	5%
Cc1cccc(N2CCN(C(=O)c3cccc(N4C(=O)C5C6C=CC(C6)C5C4=O)c3)CC2)c1C (stereo not drawn)	i	2.0	-50%	-1.1%	7%	0.3%	10%	-10%	-29%	-1%
CS(=O)(=O)c1ccc(C(=O)NC(Cc2ccccc2)c2ccccc2)cc1 (stereo not drawn)	i	0.2	-16%	1.8%	3%	-0.5%	-1%	-7%	-17%	5%
COCC(=O)NC1CCN(S(=O)(=O)c2cccc(C(C)=O)c2)CC1	i	0.8	-24%[20 µM]	-5.2%	25%	0.3%	2%	-7%	-9%	9%
O=C1OCC2=C1C(c1ccc(F)cc1)c1cc3c(cc1N2)OCO3 (stereo not drawn)	.	.	-145%	-0.1%	-8%	-1.1%	1%	0%	-57%	5%
CSC1=NCCN1C(=O)C12CC3CC(CC(C3)C1)C2	i	0.3	-8%	-0.2%	14%	-1.4%	3%	-2%	1%	-7%
O=C1[C@H](O)[C@@H](O)C(=O)N1Cc1ccccc1	i	0.3	-32%	-0.4%	-20%	-1.1%	-1%	-6%	13%	-4%
CCOC(=O)N1CCN(C(=O)C(CC)c2ccccc2)CC1 (stereo not drawn)	i	2.2	5%	1.4%	18%	3.2%	20%	-4%	-20%	-2%
CCN(CC)CCNc1nc(C(F)(F)F)nc2c1nnn2Cc1ccccc1	i	0.1	-1%	-3.1%	9%	-0.2%	4%	-9%	-33%	8%
COC(=O)c1ccc2c(=O)n(CCO)c(=S)[nH]c2c1	i	9.9	26%	-3.4%	12%	0.7%	2%	-8%	-11%	0%
COc1cccc(OC)c1C(=O)Nc1cc(C)on1	i	1.9	-11%	0.4%	1%	-2.0%	-5%	-5%	10%	-4%
CC(=O)C(C)n1cnc2scc(-c3ccc(C)cc3)c2c1=O (stereo not drawn)	i	0.6	-8%	-5.5%	-3%	1.1%	2%	1%	-35%	0%
Cc1occc1C(=O)Nc1sc2c(c1C(N)=O)CCCCC2	i	1.3	22%	-2.1%	-25%	5.7%	2%	-2%	-44%	-1%
Cc1oc(CSCCSCc2cc(C(=O)O)c(C)o2)cc1C(=O)O	i	0.4	-41%[20 µM]	1.1%	12%	3.9%	2%	-11%	-8%	0%
Cc1nc(/C=C/c2ccccc2)[nH]c(=O)c1-c1ccccc1	i	0.8	-76%	3.9%	-110%	0.6%	6%	3%	-68%	1%
O=C(Cc1nc(-c2ccc(Br)s2)cs1)NCCN1CCOCC1	i	1.1	-18%	0.2%	-10%	6.6%	2%	-3%	4%	-10%
N/C(Cc1nc2ccccc2s1)=N\O	+	0.9*	-1%	-2.5%	-4%	-0.3%	0%	-6%	-6%	1%
Cc1ccccc1C(=O)Nc1ccc(S(=O)(=O)N2CCCC2)cc1	i	0.6	-36%	6.4%	10%	-0.5%	-1%	-6%	-22%	8%
Cc1ccc(S(=O)(=O)N2CCC(=O)N(C(CO)Cc3ccccc3)CC2)cc1 (stereo not drawn)	i	2.4	-22%	-2.9%	12%	0.7%	2%	-7%	-4%	0%
COc1ccc(-n2nc(C(=O)N3CCN(Cc4ccc5c(c4)OCO5)CC3)c3ccccc3c2=O)cc1	i	1.4	-7%	-1.7%	-17%	-0.2%	0%	-2%	-9%	-14%
c1nc(N2CCC3(CC2)OCCO3)c2c3c(sc2n1)CCCC3	i	0.6	2%	1.5%	25%	5.6%	-3%	-2%	34%	33%

Screens from PubChem.
